Screening results (PubChem)
CHO-K1 Ca ag – counter-screen for M1 agonists: effect in parental CHO-K1 cells | AID 602248, 2012 | activation, % at 3 µM | Fluo-8 calcium fluorescence; scaled to maximal ATP response, vehicle zero | hit rate 0.48% among 360,000; in the data active means activation above about 15%;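 further: untransfected CHO-K1 host cells lacking M1 receptor as counterscreen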
CHO-K1 Ca antag – counter-screen for M1 antagonists: effect in parental CHO-K1 cells. inhibition, % at 3 µM. ATP-induced calcium, Fluo-8 fluorescence. hit rate 0.6% among 360,000. AID 602250;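 active means inhibition above a per-plate cutoff, the plate's mean sample inhibition plus 3 SD, cut at about 24% in these data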;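 further: 0% = DMSO plus EC80 ATP and 100% = DMSO alone without ATP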
TAAR1 antagonist – human TAAR1 antagonists, primary screen, Fluo-8 calcium fluorescence, CHO RD-HGA16 cells; AID 624466, 2012; hit rate 1.5% among 360,000; inhibition, % at 3 µM; antagonist;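 active means inhibition above a per-plate cutoff, the mean inhibition of test compounds on that plate plus 3 SD, cut at about 49% in these data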;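 further: 0% = DMSO plus EC80 beta-PEA response and 100% = DMSO alone without agonist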
Target sequence (Q96RJ0 whole entry, looked up): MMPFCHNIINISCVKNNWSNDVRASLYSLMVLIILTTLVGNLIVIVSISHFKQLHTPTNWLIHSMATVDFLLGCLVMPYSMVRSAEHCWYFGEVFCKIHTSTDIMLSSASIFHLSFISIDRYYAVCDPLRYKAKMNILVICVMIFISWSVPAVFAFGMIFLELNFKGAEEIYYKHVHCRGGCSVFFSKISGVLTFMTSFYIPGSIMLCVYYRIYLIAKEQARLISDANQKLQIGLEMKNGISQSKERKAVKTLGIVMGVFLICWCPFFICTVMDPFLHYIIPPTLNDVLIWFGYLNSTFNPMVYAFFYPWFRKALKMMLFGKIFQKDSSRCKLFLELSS
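Test system – hTAAR1-expressing CHO RD-HGA16 cells, Gα16-coupled · Also added – β-PEA at EC80 concentration, post-compound challenge · Compound – 3 µM, single point · Incubation – dye loading 75 min at 37 °C, then 30 min room temperature · Measured by – Fluo-8 intracellular calcium dye fluorescence, real-time kinetic reads · Benchmarks – vehicle and agonist controls · Replicates – singlicate, one well per test compound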
CHRM1 agonist – human M1 muscarinic receptor agonists, primary screen, Fluo-8 calcium fluorescence, CHO-K1 cells, HTS | activation, % at 3 µM | CHO-K1 hM1, agonist mode; 0% DMSO, 100% acetylcholine EC100 | Muscarinic acetylcholine receptor M1 (Homo sapiens), P11229 | hit rate 0.33% among 360,000 | AID 588814, 2011;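 active means activation above the run's mean compound activation plus 3 SD, cut at about 16% in these data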;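 further: peak over basal fluorescence ratio within a 140 s kinetic read after compound addition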
Target sequence (P11229 whole entry, looked up): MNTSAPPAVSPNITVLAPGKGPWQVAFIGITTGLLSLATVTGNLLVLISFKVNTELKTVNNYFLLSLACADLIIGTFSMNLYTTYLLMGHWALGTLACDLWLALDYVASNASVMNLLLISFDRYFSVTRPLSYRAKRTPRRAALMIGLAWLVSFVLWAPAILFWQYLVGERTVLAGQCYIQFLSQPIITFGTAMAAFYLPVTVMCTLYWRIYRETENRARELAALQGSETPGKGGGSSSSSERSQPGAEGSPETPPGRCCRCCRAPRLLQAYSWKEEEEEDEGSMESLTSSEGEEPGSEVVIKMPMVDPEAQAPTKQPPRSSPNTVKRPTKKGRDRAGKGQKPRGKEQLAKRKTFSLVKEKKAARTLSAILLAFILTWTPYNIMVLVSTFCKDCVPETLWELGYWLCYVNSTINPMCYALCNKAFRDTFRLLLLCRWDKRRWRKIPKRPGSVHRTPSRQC
CHRM1 antagonist – human M1 muscarinic receptor antagonists, primary screen, CHO-K1 cells, Fluo-8 calcium fluorescence, 1536-well; Muscarinic acetylcholine receptor M1 (Homo sapiens), P11229; CHO-K1 hM1, ACh EC80 antagonist; inhibition, % at 3 µM; hit rate 1.3% among 360,000; AID 588852, 2011;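 active means percent inhibition above its own plate's cutoff, namely the mean of that plate's compound wells plus 3 SD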;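 further: peak over basal fluorescence ratio during 140 s after agonist addition; 0% = ACh EC80 plus DMSO and 100% = DMSO alone without agonist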
M1 PAM parental – nonselective calcium activators in parental CHO-K1 cells, primary screen, counter-screen for M1 PAM project, cell-based, Fluo-8 calcium fluorescence, full deck, 1536-well. activation, % at 3 µM. hit rate 0.02% among 360,000. ATP EC20; 0% at ATP EC20, 100% at ATP max. AID 602247, 2012;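 active means activation above the run cutoff, the mean activation of all test compounds plus 3 SD, cut at about 40% in these data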;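 further: peak over basal fluorescence ratio in a 140 s read after ATP addition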
CHO parental Ca – ATP-evoked calcium signal inhibitors, parental CHO, primary screen, counter-screen for OX1R antagonist project, cell-based, fluorescence, Fluo-8 calcium dye; parental CHO-K1, ATP-induced calcium, Fluo-8 fluorescence; hit rate 0.63% among 330,000; inhibition, % at 5.6 µM;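 active means inhibition above that plate's mean sample inhibition plus 3 SD, cut at about 26% in these data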;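 further: 0% = ATP-challenged DMSO wells and 100% = DMSO wells without ATP; some compounds past the cut are filed as inactive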
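Assay system: untransfected parental CHO cell line. Also added: ATP agonist challenge. Dosing: one dose, 5.6 µM nominal. Measured by: Fluo-8 fluorescence. Read-out: % inhibition. Benchmarks: ATP wells versus no-ATP DMSO wells. Repeats: no replicates.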
TAAR1 agonist – human TAAR1 agonists, primary screen, Fluo-8 calcium fluorescence, CHO RD-HGA16 cells; Trace amine-associated receptor 1 (Homo sapiens), Q96RJ0; vehicle wells 0%, saturating PEA agonist 100%; activation, % at 3 µM; hit rate 0.99% among 360,000; AID 624467, 2012;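 active means activation above the mean activation of all test compounds in the run plus 3 SD, cut at about 38% in these data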
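System: CHO-derived RD-HGA16 cells with stable Gα16 and human TAAR1 / Times: 17-24 h plating, Fluo-8 75 min 37 °C, 30 min RT / Technique: calcium-sensitive Fluo-8 signal, excitation 470-495, emission 515-575 nm / Measure: % activation relative to PEA EC100 response / Benchmarks: DMSO and PEA EC100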
CHRM1 PAM – human M1 muscarinic receptor positive allosteric modulators, primary screen, CHO-K1 cells, Fluo-8 calcium fluorescence, 1536-well; Muscarinic acetylcholine receptor M1 (Homo sapiens), P11229; CHO-K1 hM1, ACh EC20; 0% = ACh EC20, 100% = maximal ACh; activation, % at 3 µM; hit rate 0.088% among 360,000; AID 588819, 2011; in the data active means activation above about 19%, passing the limit was not always enough
Active calls of the source: *; x = no result given.

SMILES	CHO-K1 Ca ag	CHO-K1 Ca antag	TAAR1 antagonist	CHRM1 agonist	CHRM1 antagonist	M1 PAM parental	CHO parental Ca	TAAR1 agonist	CHRM1 PAM
COc1ccc(CNc2nc(Cl)c(C#N)s2)cc1	4.8	-13	15	-4	-11	1	-7	4	6
CCCOc1ccc(C(=O)CCNc2ccc(C)c(Cl)c2)cc1	0.0	-3	2	-6	7	-10	-3	3	-6
NS(=O)(=O)c1ccc(NC(=O)c2cc(-c3cccs3)nc3ccccc23)cc1	1.5	4	17	-6	5	6	-10	7	-2
COc1ccccc1NC(=O)Nc1ccccc1SC	2.1	9	8	-9	1	7	-4	7	3
CC1(OC(=O)CCc2ccccc2)C(=O)C=C2C=C3CCCN3C=C2C1=O (stereo not given)	-0.5	1	-2	0	8	3	-23	14	-1
CN1CCN(C(=O)CSc2nnc(COc3ccc(Cl)cc3)o2)CC1	0.2	8	3	-8	-10	2	2	-3	18
COc1ccc(S(=O)(=O)NCC2CCC(C(=O)NCc3cccnc3)CC2)cc1 (stereo not given)	0.1	-10	0	-8	12	7	-4	0	-4
CCC(C)(C)n1nnnc1C(c1ccc(C)cc1)N1CCCC1 (stereo not given)	-0.4	-18	-31	-10	-1	9	-12	0	5
Cc1ccc(-c2nc(N)n(S(C)(=O)=O)n2)cc1	-0.5	-8	7	-3	-9	18	-10	-1	5
Cc1cccc(Nc2nnc(SCC(=O)c3ccc(O)cc3O)s2)c1	2.5	-11	-14	-2	-10	3	-1	-1	6
O=C(Nc1ccc(F)cc1F)c1ccc2nc(N3CCOCC3)sc2c1	2.3	7	-17	3	0	4	-3	6	-3
Cc1sc(NC(=O)CCC(=O)O)c(C(N)=O)c1-c1ccccc1	0.4	-14	-11	-4	-16	20	-12	3	14

Compounds listed so far that contain an aryl thioether with sulfur outside any ring (3):
SMILES	CHO-K1 Ca ag	CHO-K1 Ca antag	TAAR1 antagonist	CHRM1 agonist	CHRM1 antagonist	M1 PAM parental	CHO parental Ca	TAAR1 agonist	CHRM1 PAM
COc1ccccc1NC(=O)Nc1ccccc1SC	2.1	9	8	-9	1	7	-4	7	3
CN1CCN(C(=O)CSc2nnc(COc3ccc(Cl)cc3)o2)CC1	0.2	8	3	-8	-10	2	2	-3	18
Cc1cccc(Nc2nnc(SCC(=O)c3ccc(O)cc3O)s2)c1	2.5	-11	-14	-2	-10	3	-1	-1	6

Record cards (already shown). Order of screens: CHO-K1 Ca ag	CHO-K1 Ca antag	TAAR1 antagonist	CHRM1 agonist	CHRM1 antagonist	M1 PAM parental	CHO parental Ca	TAAR1 agonist	CHRM1 PAM
NS(=O)(=O)c1ccc(NC(=O)c2cc(-c3cccs3)nc3ccccc23)cc1 as listed: 1.5	4	17	-6	5	6	-10	7	-2
CCC(C)(C)n1nnnc1C(c1ccc(C)cc1)N1CCCC1 (stereo not given) as listed: -0.4	-18	-31	-10	-1	9	-12	0	5

Next section:
SMILES	CHO-K1 Ca ag	CHO-K1 Ca antag	TAAR1 antagonist	CHRM1 agonist	CHRM1 antagonist	M1 PAM parental	CHO parental Ca	TAAR1 agonist	CHRM1 PAM
COc1ccc(C(=O)NC2CCc3ccccc32)cc1OC1CCN(C(C)C)CC1 (stereo not given)	0.4	15	-10	-4	8	-26	-16	0	-3
Cc1ccccc1-n1nc2c(c1NC(=O)c1ccc(Br)o1)CSC2	-0.7	6	x	-2	-2	-9	-7	x	4
O=c1cc(O)nc(SCc2ccccc2)n1-c1ccc(Cl)cc1	1.1	-11	3	-2	-5	14	-13	6	10
O=C(Nc1cccc(S(=O)(=O)NCc2ccco2)c1)c1cccc(Cl)c1	1.3	-6	-1	1	7	-18	-21	1	3
CC(=O)c1cccc(NC(=O)C2CC(=O)N(c3ccc4c(c3)OCCO4)C2)c1 (stereo not given)	0.3	-4	13	-3	-1	-3	-1	2	2
O=C(NCc1ccccc1)c1ccc(CS(=O)(=O)c2ccc(Br)cc2)o1	7.9	-7	7	2	-6	-8	-19	7	4
CNC[C@H]1Oc2ccc(NC(=O)Nc3ccc4c(c3)OCO4)cc2C(=O)N([C@H](C)CO)C[C@@H]1C	0.5	-14	-3	9	-2	21	-3	2	1
CS(=O)(=O)c1cnc(-c2ccccc2)nc1-c1ccccc1Cl	4.4	14	-12	-8	15	5	-25	11	-14
O=C(CCn1c2c(c3ccccc31)CCCC2)NNC(=O)c1ccc([N+](=O)[O-])cc1	0.2	4	-9	-7	-1	1	-8	6	4
Cc1ccc(-c2cc(-c3ccccc3)nc(N)c2C#N)o1	4.9	6	-10	-3	16	-6	-2	0	-9
CCCN1/C(=C(\C#N)C2=NS(=O)(=O)c3ccccc32)N(C)c2ccccc21	0.8	-16	15	-2	-16	23	x	2	4
Cc1cc(=O)[nH]c(-n2[nH]c(C)cc2=O)n1	-0.1	-2	-3	-3	-26	14	6	9	10
COc1cc(/C=C(/C#N)c2ccccc2)ccc1Oc1ccc([N+](=O)[O-])cn1	0.2	12	19	-4	-2	4	-5	7	4
CCCCCC(=O)Nc1ccc(S(=O)(=O)Nc2ccc(Cl)nn2)cc1	0.2	-9	-16	-2	4	1	-10	2	11
CCOc1cccc(C2/C(=C(\O)c3ccc4c(c3)OCCO4)C(=O)C(=O)N2Cc2ccncc2)c1 (stereo not given)	0.9	-3	9	-3	-12	0	-13	0	12
CC(C)N=C(NS(=O)(=O)c1ccc(Br)cc1)c1ccc(Cl)cc1	0.6	5	19	-4	1	12	-17	0	6
CN(CCCC(=O)O)c1ccc(N=Nc2ccc([N+](=O)[O-])cc2)cc1	-0.1	-11	13	-5	-4	13	-5	3	-1
CCOc1ccc(C2NC(=O)c3n[nH]c(C)c32)cc1 (stereo not given)	-0.3	-1	-2	-6	-4	15	18	0	8
Cc1cc(NC(=O)C(C)Sc2nnc(NCc3ccco3)s2)no1 (stereo not given)	-0.8	-1	-8	-7	6	-3	-17	5	2
O=c1[nH]c2cnn(-c3ccccc3)c2c(=O)n1O	0.7	-15	9	-1	-20	13	x	0	4
O=[N+]([O-])c1ccccc1/C=C/C=N/n1c(-c2cc(-c3ccccc3)n[nH]2)n[nH]c1=S	1.0	1	-7	-3	-2	5	-10	2	6
CC1(CC(=O)N/N=C/c2ccc(-c3cccc(C(F)(F)F)c3)o2)OCCO1	6.8	-1	-9	-3	3	15	-7	7	4
Nc1ncnc2c1ncn2[C@@H]1O[C@H](C(=O)N2CCN(c3ccc(Cl)cn3)CC2)[C@@H](O)[C@H]1O	-0.1	4	-10	-1	-30	6	x	0	11
CCCO/N=C1/C(=O)N(c2ccccc2)c2ccccc21	-0.8	-1	-11	-12	-1	7	-20	10	4
COCc1cc(=O)[nH]c2c1c(-c1ccccc1)nn2C	0.7	-9	-21	-2	-7	7	-6	1	9
C=CCC1(CC=C)CCCN1C(=O)CC1C(=O)NCCN1Cc1ccc(OC)c(OC)c1 (stereo not given)	-0.4	-4	-6	-4	13	6	-2	2	-10
CCN(CC)C(=O)CSc1nnc(-c2c[nH]c3ccccc23)o1	0.8	5	0	-1	-3	-11	-15	3	4
O=C(CCCN1C(=O)/C(=C/c2ccccc2Cl)SC1=S)NCCCN1CCOCC1	1.9	-12	-11	-5	-2	5	-18	2	-3
COc1cc(CNCCN(C)C)c(Br)cc1OCC(=O)NCc1ccccc1	0.2	3	-22	-9	-8	-5	-10	1	7
N#Cc1nc(-c2ccco2)oc1NCCCN1CCOCC1	0.3	-3	3	-6	3	20	2	4	0
COc1ccc(/C=C/C(=O)OCC(=O)N(C)CC(=O)Nc2ccc(C)cc2)c(OC)c1	-0.3	-10	-10	-5	4	-5	-24	3	-1
c1ccc(-c2nnsc2-c2nc3ccccc3[nH]2)cc1	4.6	0	35	-10	5	10	x	9	-7
O=C1CCC(C(=O)N2CCCC(C(=O)c3ccc4ccccc4c3)C2)=NN1 (stereo not given)	1.9	-1	-15	-5	-4	-4	0	1	-4
O=C(COC(=O)C1(c2ccc(F)cc2)CCCC1)NCc1ccco1	0.5	11	23	-8	17	-10	-11	-1	-11
CC(C)(C)OC(=O)C[C@H]1C/C=C\C[C@H](CC(=O)NCCO)C(=O)NCCOC1=O	0.6	-9	14	1	-4	12	5	3	15
COC(=O)c1cc2ccccc2oc1=O	0.6	-16	-13	-2	-10	21	-4	4	10
COC(=O)c1ccc(COC(=O)c2ccc(N(C)C)cc2)cc1	1.4	-25	3	-6	-1	12	-12	1	-2
O=C(COc1ccc2ccc(=O)oc2c1)c1ccccc1	8.6	-2	10	-5	4	1	-19	1	-1
Cc1ccccc1OCC(=O)OCC(=O)NCCc1ccccc1	0.2	-20	-29	-1	-11	12	-10	-1	10
Cc1cccc(NC(=O)C2CCN(S(=O)(=O)c3c(C)[nH]c(=O)[nH]c3=O)CC2)c1	0.1	10	-7	-3	2	-5	-5	9	2
COc1ccccc1NC(=O)NCC(c1ccco1)N1CCCCC1 (stereo not given)	0.5	-13	1	-6	-4	1	-1	9	3
CC(C)C(=O)Nc1sc2c(c1C(N)=O)CCN(Cc1ccccc1)C2	2.5	-1	11	0	-5	21	-5	5	7
CCOc1ccccc1NC(=O)C1CCCN(C(=O)NCc2ccccc2)C1 (stereo not given)	0.1	-2	-4	-1	-8	17	-12	13	10
O=C(NCc1ccco1)c1cc2ccccc2o1	0.4	-10	-11	0	5	14	-4	3	-3
CCOC(=O)C(C(=O)N1CCOCC1)C1CCCCC1 (stereo not given)	-0.5	5	19	0	-13	10	-5	6	6
O=C(O)CC(Cn1[nH]nnc1=S)c1ccccc1 (stereo not given)	-0.4	3	-20	-1	8	8	-11	2	-3
C=CCn1c(SCC(=O)c2c(N)n(CCC)c(=O)n(C)c2=O)nc2sc(CC)cc2c1=O	0.5	-15	-7	1	-52	21	-32	6	7
O=C(NCCc1ccccc1)C1(S(=O)(=O)c2ccc(Cl)cc2)CC1	0.1	-7	-6	-3	18	1	-15	0	-8
Cn1cc(C(=O)N2CCCC(Nc3ccc(F)cc3)C2)c2ccccc21 (stereo not given)	6.6	-6	-15	-1	10	6	-23	0	-1
Cc1ccc(OCC(=O)N2CCOCC2)cc1C	0.3	-9	-3	-2	-2	3	-2	2	7
COc1ccc(CN(C)C(=O)Cn2cnc(C(=O)Nc3ccc(C)c(C)c3)n2)cc1OC	2.9	-3	-22	1	-5	7	-9	5	-3
Cc1c(/C=N/n2cnnc2)c2ccccc2n1CCOc1ccccc1	2.0	-3	26	-4	0	18	-24	9	3
CC(C)N(Cc1ccccc1)C(=O)c1ccc2c(c1)OCO2	0.7	-4	-20	-1	-7	7	2	-1	14
